Compound activity deposited in PubChem BioAssay by National Center for Advancing Translational Sciences (NCATS).
MLL CXXC-DNA inh: qHTS Fluorescence Polarization Assay for Inhibitors of MLL CXXC domain - DNA interaction; Histone-lysine N-methyltransferase 2A (Homo sapiens), Q03164; Potency, µM (doses to about 115 µM), for the others: at the highest dose activity change, negative = inhibition, hits mostly inhibitors; MLL-CXXC / FITC-HOXA9 DNA fluorescence polarization; AID 2662, 2010; hit rate 0.037% among 290,000; active means well fitted inhibition curve with a large enough effect in the polarisation, with a control signal flat, not every such curve was filed as active; inconclusive means small, poorly fitted or top-dose-only effect, or effect the other way, or a change in a side signal; inactive means no such curve, though single readings can be large or run the other way; the % refers to the polarisation; further: potency means the concentration at half of the fitted maximal effect
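Purified MLL-CXXC (added from a 7 uM solution) was preincubated 5 min at ambient with pinned compounds in 50 mM Tris-HCl pH 7.5, 50 mM NaCl, 1 mM DTT, 0.05% BSA. Fluorescein-labeled HOX-A9 DNA (50 nM solution) followed, 30 min, then polarization read.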
B2AR arrestin: qHTS assay of beta-arrestin-biased ligands of beta2-adrenergic receptor | Beta-2 adrenergic receptor (Homo sapiens), P07550 | beta-arrestin recruitment to beta2AR, cell-based reporter | Potency, µM (doses to about 46.1 µM), for inactives: at the highest dose activation, hits mostly activators | hit rate 0.02% among 330,000 | AID 492947, 2010;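 further: potency means the concentration at half of the fitted maximal effect; 0% = DMSO controls and full agonism = EC100 isoproterenol or metaproterenol; nearly all actives have a fitted effect of over 65% in size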
Target sequence (P07550 whole entry, looked up): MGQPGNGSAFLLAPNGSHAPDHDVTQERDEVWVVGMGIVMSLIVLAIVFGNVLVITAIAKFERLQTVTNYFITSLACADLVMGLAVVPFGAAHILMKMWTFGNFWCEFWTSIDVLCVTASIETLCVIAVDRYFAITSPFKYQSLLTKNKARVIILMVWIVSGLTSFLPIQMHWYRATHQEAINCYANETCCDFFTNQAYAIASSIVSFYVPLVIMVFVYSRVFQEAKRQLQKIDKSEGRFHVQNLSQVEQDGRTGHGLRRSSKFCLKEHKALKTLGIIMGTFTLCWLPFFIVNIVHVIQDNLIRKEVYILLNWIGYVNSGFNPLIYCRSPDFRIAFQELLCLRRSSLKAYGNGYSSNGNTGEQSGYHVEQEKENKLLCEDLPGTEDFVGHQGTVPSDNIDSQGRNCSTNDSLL
GALK inh: qHTS Assay for Inhibitors of Human Galactokinase (GALK). Purified GALK, Kinase-Glo residual ATP luminescence. hit rate 0.007% among 270,000. Potency, µM (series often up to 57.5 µM), for inactives: at the highest dose activity change, negative = inhibition, usual class: inhibitors. P51570; further: potency means the concentration at half of the fitted maximal effect; on the % scale 0 is the no-effect control and ±100 the full control effect
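Compounds were pin-transferred into ATP buffer (35 uM final), then GALK plus galactose (5 nM, 100 uM final) was added. After 1 h at room temperature, Kinase-Glo Plus was added and luminescence read after 10 min.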
KCNH2 3.1 block: qHTS for Inhibitors of KCHN2 3.1: Mutant qHTS; Potassium voltage-gated channel subfamily H member 2, brain isoform KCNH2 3.1 (human); AID 720553, 2013; activity change, % (tested at about 1.8 µM); hit rate 0.95% among 340,000; U2OS KCNH2 3.1, thallium flux FluxOr; hits give low values;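 active means maximum activity change below -70%; inconclusive means maximum activity change from -70% to -50%; inactive means maximum activity change above -50%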;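 further: thallium influx rate constant from kinetic fluorescence after stimulation buffer; on the % scale 0 is the no-effect control and ±100 the full control effect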
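Thallium flux via FluxOr fluorescence (Red40 quencher, 45 min loading) in U2OS cells virally expressing the KCNH2 3.1 isoform (1.77 x 10^8 /mL virus, overnight at 37 C). Rate constants from 2-min kinetic reads post-stimulation, normalised to positive and negative controls.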
Giardia kill: Small Molecules that selectively kill Giardia lamblia: qHTS | AID 540267, 2011 | activity change, % at 7.66 µM, hits read low | Giardia lamblia trophozoite viability | hit rate 0.15% among 340,000; in the data active means activity change below about -80%; inconclusive means between about -30% and that limit;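 further: parasites exposed to compound for two days anaerobically before the ATP read; on the % scale 0 is the no-effect control and ±100 the full control effect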
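Trophozoite viability was measured as ATP-dependent luminescence, read 15-30 min after reagent addition. Before that, parasites at 100 cells/well were exposed to compounds for 48 h, anaerobically, at 37 deg C.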
Menin-MLL TR inh: qHTS Assay for Inhibitors Targeting the Menin-MLL Interaction in MLL Related Leukemias: Competition With Texas Red Labeled MLL-derived Mutant Peptide; Potency, µM (titrated, usually from 61.6 µM), for inactives: at the top dose FP activity change, negative = inhibition, usual class: inhibitors; O00255; Menin + Texas Red MLL mutant peptide, fluorescence polarization; hit rate 0.23% among 270,000; active means well fitted inhibition curve with a large enough effect in the polarisation, with a control signal flat, not every such curve was filed as active; inconclusive means small, poorly fitted or top-dose-only effect, or effect the other way, or a change in a side signal; inactive means no such curve, though single readings can be large or run the other way; the % refers to the polarisation; further: potency means the concentration at half of the fitted maximal effect; % of control where 0% means no effect; many of its hits are not listed in these tables
PKM2 act: qHTS Assay for Activators of Human Muscle isoform 2 Pyruvate Kinase; Pyruvate kinase PKM (Homo sapiens), P14618; purified PKM2, Kinase-Glo ATP luminescence, activation; response scale: 0% is enzyme alone, no compound; Potency, µM (series often up to 57.5 µM), without a hit: at the top dose activation, most hits filed as activators; hit rate 0.34% among 260,000; further: potency means the concentration at half of the fitted maximal effect; on the % scale 0 is the no-effect control and ±100 the full control effect; nearly all actives have a fitted effect of over 55% in size
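Purified hPK-M2 (>95%) run at intermediate activity with 0.1 mM ADP and 0.5 mM PEP in 50 mM imidazole pH 7.2, KCl, MgCl2; 1 h room temperature. ATP formed read by Kinase-Glo luminescence; normalized to uninhibited and no-enzyme controls.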
TRPV1 ag: HTS Assay for Compounds that Act as Agonists of the Vanilloid Receptor 1 | activation, % at 8.33 µM | hit rate 0.19% among 320,000 | TRPV1-expressing cells, Fluo-8 calcium influx, agonist mode; in the data active means activation above about 80%; inconclusive means between about 30% and that limit; further: 0% is about no effect
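Cells expressing TRPV1 were dye-loaded with Fluo-8 and read kinetically: 10 s baseline, 3 min after compound (agonist portion), then 2 min after EC20 capsaicin (allosteric enhancer portion). Calcium-bound dye fluorescence at 480/520 nm.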
KCNH2 WT inh: qHTS for Inhibitors of KCHN2 3.1: Wildtype qHTS | hit rate 0.37% among 340,000 | U2OS, BacMam KCNH2, thallium flux FluxOr; hits give low values | Voltage-gated inwardly rectifying potassium channel KCNH2 (Homo sapiens), Q12809 | activity change, % at 1.84 µM;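 active means maximum activity change below -70%; inconclusive means maximum activity change between -70% and -50%; inactive means maximum activity change above -50%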; further: on the % scale 0 is the no-effect control and ±100 the full control effect
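U2OS cells were transduced with wild-type KCNH2 virus (2.03 x 10^8 / mL) for 4 h at room temperature, then cultured overnight at 37 C. Thallium flux was read with FluxOr dye. Rate constants were normalized to DMSO controls.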
Coupling enz: qHTS Assay for Inhibitors of Fructose-1,6-bisphosphate Aldolase from Giardia Lamblia: Coupling assay counterscreen | coupling enzyme system counterscreen, AmpLite Red fluorescence | activity change, negative = inhibition, % at 58.2 µM, hits read low | hit rate 0.67% among 290,000; in the data active means activity change below about -30%; further: on the % scale 0 is the no-effect control and ±100 the full control effect
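Fluorescence at 525 nm excitation and 598 nm emission measured inhibition of the coupled detection system without aldolase. Compounds (at 57.5 uM final) were preincubated 10 min at room temperature with coupling enzyme reagent before a 20 min substrate/AmpLite Red step.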
USP2a block: qHTS Assay for Inhibitors of Ubiquitin-specific Protease USP2a Using CHOP2 as the Reporter; Ubiquitin carboxyl-terminal hydrolase 2 (Homo sapiens), O75604; USP2 core, Ub-CHOP2 coupled fluorogenic reporter, 485/531; Potency, µM (doses to about 38.3 µM), for inactives: at the top dose activity change, negative = inhibition, actives largely listed as inhibitors; hit rate 0.01% among 330,000; AID 463254, 2010;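 further: potency means the concentration at half of the fitted maximal effect; plate controls were DMSO wells for no effect and full inhibition by NEM control for full effect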
Target sequence (O75604 whole entry, looked up): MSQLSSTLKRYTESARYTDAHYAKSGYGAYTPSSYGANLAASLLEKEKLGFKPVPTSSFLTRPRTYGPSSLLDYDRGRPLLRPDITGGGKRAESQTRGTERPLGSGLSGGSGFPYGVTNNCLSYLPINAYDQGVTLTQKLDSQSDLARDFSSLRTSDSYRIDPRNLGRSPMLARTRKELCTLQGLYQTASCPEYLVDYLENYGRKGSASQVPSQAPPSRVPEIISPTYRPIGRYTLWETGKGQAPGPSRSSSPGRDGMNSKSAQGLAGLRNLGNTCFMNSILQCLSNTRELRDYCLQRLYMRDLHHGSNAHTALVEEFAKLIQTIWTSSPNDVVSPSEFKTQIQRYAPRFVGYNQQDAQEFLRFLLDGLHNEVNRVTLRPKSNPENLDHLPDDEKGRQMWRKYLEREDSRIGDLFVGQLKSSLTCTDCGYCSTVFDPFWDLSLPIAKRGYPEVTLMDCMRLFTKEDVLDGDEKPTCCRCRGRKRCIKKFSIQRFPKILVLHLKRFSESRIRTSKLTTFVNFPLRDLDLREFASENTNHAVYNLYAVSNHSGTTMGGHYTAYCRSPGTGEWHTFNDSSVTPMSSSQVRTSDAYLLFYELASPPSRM
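USP2 core (10nM final) preincubated 30min RT with compound in 20mM Tris-HCl pH 8.0, 2mM CaCl2, 2mM beta-mercaptoethanol, 0.05% CHAPS; 25nM Ub-CHOP2 plus 25nM reporter substrate added, fluorescence (Ex485/Em531) read after 60min.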
* hit, by the source's call; u = inconclusive; x = not tested or not shown; [ ] = remark or other dose. Unless noted, the call rests on the fitted dose curve; in most records, active means well fitted curve in the direction sought with a large enough effect; inconclusive means small, poorly fitted or top-dose-only effect, or another doubt; inactive means no such curve, though single readings can be large; an effect the other way counts as inactive or inconclusive. An excerpt. The share of hits here may be higher or lower than overall.

SMILES	MLL CXXC-DNA inh	B2AR arrestin	GALK inh	KCNH2 3.1 block	Giardia kill	Menin-MLL TR inh	PKM2 act	TRPV1 ag	KCNH2 WT inh	Coupling enz	USP2a block
Cc1cc(N2CCN(C)CC2)nc2ccc(NC(=S)N3CCOCC3)cc12	-10%	-0.9%	4%	-20	12	-9%	-7%	-6	0	0	2%
COc1ccc2cc(C(c3nnnn3C3CCCC3)N3CCc4ccccc4C3)c(=O)[nH]c2c1 (stereo not given)	1%	0.0%	2%	-15	31[activator]	-2%	-1%	-1	-5	-33*	3%
Cc1ccc(NC(=O)CCN2CCC(Cc3ccccc3)CC2)cc1	12%	-0.1%	2%	-124*	2	-14%	2%	5	11	-1	-1%
O=C(CSc1nc2c(c(=O)n1-c1ccc(Cl)cc1)SCC2)N1CCCC1	5%	-0.5%	-1%	4	0	-9%	-4%	-2	-2	-2	4%
Cn1c(CN2CCN(C(=O)c3ccccc3Cl)CC2)nc2cc([N+](=O)[O-])ccc21	3%	-0.3%	2%	12	-3	-6%	-1%	1	4	-1	1%
CN(c1ccccc1C(=O)NC1CC2CCC1C2)S(=O)(=O)c1ccccc1 (stereo not given)	-12%	0.4%	0%	-23	-20	-20%	-15%	u	-1	-2	5%
COc1ccc(CCNC(=O)c2cc(-c3ccccc3OC)on2)cc1OC	-1%	0.3%	0%	15	-11	-1%	16%	24	-3	1	2%
COc1cccc(OC)c1C(=O)Nc1cccc(-c2nc3ccccc3[nH]2)c1	34%[activator]	-1.0%	-3%	0	-11	5%	2%	-1	-6	6	-1%
COCCNC(=O)C(c1ccc(F)cc1)N(CCOC)C(=O)CCC(=O)Nc1nccs1 (stereo not given)	-10%	-0.5%	-2%	0	2	0%	-2%	1	-6	-3	-1%
CCOc1ccc(NC(=O)NC2CCOC(C)(C)C2)cc1 (stereo not given)	-2%	-0.3%	0%	x	-3	4%	-31%	6	3	2	3%
CCc1ccc(N(C(=O)c2snc(C(N)=O)c2N)C(C(=O)NCCC(C)C)c2c[nH]c3ccccc23)cc1 (stereo not given)	20%	-0.3%	-3%	9	-2	u	-1%	1	-6	-2	1%
O=C(CSc1nc2ccc(Cl)cc2[nH]1)NC1CCCC1	2%	-0.3%	-2%	-10	-10	-2%	-3%	u	4	1	0%
Nc1c(C(=O)OCC(=O)Nc2ccccc2Br)[nH]c(=O)[nH]c1=O	x	-0.5%	x	-11	0	x	x	x	-4	x	2%
CC1=C/C(=N\NC(=S)NCc2ccccc2)CC1	-3%	7.1µM*	-1%	-5	1	-6%	3%	16	-3	-1	9%
CCOc1cc(/C=N/NC(=O)CCc2n[nH]c(=O)[nH]c2=O)ccc1O	6%	-0.1%	-4%	x	-14	-1%	0%	1	18	0	3%
CCc1nc(N=C(N)N)nc2ccccc12	11%	0.0%	0%	x	x	3%	x	0	x	1	-1%
COc1ccc(OCC(O)CNC(=O)Nc2ccc(Cl)cc2)cc1 (stereo not given)	7%	0.0%	-3%	-10	12	12%	-4%	22	-8	0	1%
COc1ccccc1N1CCN(S(=O)(=O)c2c(C)ccc3nsnc23)CC1	-2%	-0.3%	0%	1	41[activator]	9%	-8%	0	-3	-3	-7%
O=C(c1cc([N+](=O)[O-])ccc1N1CCN(S(=O)(=O)c2ccc(Cl)c(Cl)c2)CC1)N1CCOCC1	8%	2.6%	-3%	-15	7	15%	-3%	3	-13	0	-3%
CC1CCN(Cc2c(C#N)c3ccccc3n2C)CC1	-4%	0.0%	7%	17	-1	0%	23%	u	0	0	3%
Cc1cccc(OC(C)c2ccnc3nc(/N=C/N(C)C)nn23)c1 (stereo not given)	8%	0.3%	-1%	-9	0	5%	-3%	0	9	3	1%
COC(=O)C1=CN(c2ccc(OC)cc2)C=C(C(=O)OC)C1c1cc(OC)c(OC)cc1OC	-3%	0.3%	0%	x	-12	x	10%	-1	16	x	0%
CCN(CC(=O)Nc1ccccc1OC)C(=O)C1CCCC1	x	-0.1%	x	5	8	x	x	6	-14	x	-2%
COc1ccc(-n2ncc3c(N4CCN(c5cccc(C)c5C)CC4)ncnc32)cc1	14%	-0.2%	x	12	-7	29%	-2%	-7	1	-3	3%
CN1CCN(c2cc(N3CCN(C(=O)c4ccco4)CC3)c3c4c(onc24)-c2ccccc2C3=O)CC1	u	0.3%	5%	21	1	u	x	-1	-29	-23	0%

(list continues)
SMILES	MLL CXXC-DNA inh	B2AR arrestin	GALK inh	KCNH2 3.1 block	Giardia kill	Menin-MLL TR inh	PKM2 act	TRPV1 ag	KCNH2 WT inh	Coupling enz	USP2a block
CCCCNS(=O)(=O)c1cc(-c2nn(C)c(=O)c3ccccc23)ccc1C	9%	-0.1%	-1%	-13	14	-5%	x	-1	14	-4	0%
COc1cc2c(cc1OC)/C(=C/C(=O)c1cccc([N+](=O)[O-])c1)NCC2	2%	0.3%	x	-17	u	u	x	0	-4	-4	-3%
CN(C)c1ccc(C(CNC(=O)c2ccccc2F)c2c[nH]c3ccccc23)cc1 (stereo not given)	11%	-0.4%	0%	10	-4	u	8%	18	-1	-4	0%
O=C(COC(=O)C1CC1)NCc1ccccc1	x	0.1%	x	14	u	x	x	-6	-9	x	-1%
COc1ccc(C2C(C#N)=C(N)Oc3c2c(-c2ccccc2)nn3-c2ccccc2)c(OC)c1OC (stereo not given)	-7%	4.4%	1%	-3	18	u	-11%	7	3	5	-4%
COC(=O)[C@@H](Cc1ccccc1)NC(=O)Cn1cnc2c(SC)nc(N)nc21	x	0.1%	x	4	19	x	x	x	2	x	4%
CNC(=S)N(CCCn1ccnc1)Cc1c(F)cccc1Cl	3%	-0.1%	-2%	-1	7	-12%	3%	1	-6	-2	2%
O=C(CSc1nc(=O)n(CCCN2CCOCC2)c2c1CCC2)Nc1ccc([N+](=O)[O-])cc1	x	3.0%	x	-2	5	x	x	2	3	x	-1%
COc1ccc(Cl)cc1NC(=O)CN(C)C(=O)c1ccc(-n2nc(C)cc2C)cc1	x	0.2%	x	9	14	x	x	1	2	x	0%
CC(C)n1nnnc1SCC(=O)NC1CCCC1	4%	0.2%	-2%	-7	-5	x	x	0	-8	3	0%
Cc1ccc(Cl)c(NC(=S)N(CCCN2CCOCC2)Cc2ccco2)c1	-7%	-0.7%	-1%	-19	-7	-23%	2%	0	6	0	1%
Cc1ccc(NC(=O)CN(C)C(=O)COC(=O)[C@@H](NC(=O)c2ccccc2F)C(C)C)cc1	x	-0.4%	x	5	0	x	x	x	-7	x	2%
CCOc1ccc(N/C(C)=C/C(=O)c2ccc(C)o2)cc1	1%	-1.2%	4%	-22	-2	-6%	-3%	2	0	-4	6%

Entries of single compounds as entered above:
Profile of `CCOc1cc(/C=N/NC(=O)CCc2n[nH]c(=O)[nH]c2=O)ccc1O` → MLL CXXC-DNA inh: 6%; B2AR arrestin: -0.1%; GALK inh: -4%; KCNH2 3.1 block: x; Giardia kill: -14; Menin-MLL TR inh: -1%; PKM2 act: 0%; TRPV1 ag: 1; KCNH2 WT inh: 18; Coupling enz: 0; USP2a block: 3%
Profile of `Cn1c(CN2CCN(C(=O)c3ccccc3Cl)CC2)nc2cc([N+](=O)[O-])ccc21` → MLL CXXC-DNA inh: 3%; B2AR arrestin: -0.3%; GALK inh: 2%; KCNH2 3.1 block: 12; Giardia kill: -3; Menin-MLL TR inh: -6%; PKM2 act: -1%; TRPV1 ag: 1; KCNH2 WT inh: 4; Coupling enz: -1; USP2a block: 1%

Single entries from above:
CNC(=S)N(CCCn1ccnc1)Cc1c(F)cccc1Cl | Menin-MLL TR inh: -12%
CN(C)c1ccc(C(CNC(=O)c2ccccc2F)c2c[nH]c3ccccc23)cc1 (stereo not given) | B2AR arrestin: -0.4%
